pAkt inh – HTS Assay for Inhibitors of Akt Phophorylation: Primary Screen; 0.32% of 360,000 active; AID 651550, 2012; Neuro2A IGF-stimulated pAkt S473 HTRF, 20 min; hits give low values; activity change, % for hits at 50 µM; in the data active means activity change below about -80%; inconclusive means mostly about -51% to -80%; further: on the % scale 0 is the no-effect control and ±100 the full control effect
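Neuro2A cells in DMEM with 0.5% FBS, overnight at 37 deg C, given compound at single 50 µM final, then IGF (6 nM final) for 20 min at 37 deg C. Lysed; phospho-Akt Ser473 by HTRF after 24 h, 665/615 ratio.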
CCT modulator – High-Throughput Screening for Modulators of Cytosolic Chaperonin Activity; purified chaperonin ATPase assay, HTRF ADP detection, 30 min; activity change, % (no concentration beside the values), hits read low; 0.3% of 360,000 active; in the data active means activity change below about -30%; further: on the % scale 0 is the no-effect control and ±100 the full control effect
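We incubate TRiC, 40 or 20 nM final, with library compounds at 76 uM and 10 uM ATP for 30 min at 37 °C. ADP formed is detected with Transcreener HTRF reagents after 30 min at room temperature.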
Nrf2 block – Nrf2 qHTS screen for inhibitors. A549 ARE-Fluc reporter, luciferase luminescence, 18-24 h. Potency, µM (highest dose often 46 µM), without a hit: at the highest dose activity change, negative = inhibition, hits mostly inhibitors. 2.1% of 360,000 active; further: potency means the concentration at half of the fitted maximal effect; on the % scale 0 is the no-effect control and ±100 the full control effect; nearly all actives have a fitted effect of over 60% in size
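In this cell-based qHTS, ARE-driven firefly luciferase in A549 cells reports Nrf2 activity; the luminescent signal after BugLite lysis is the measured value, with a prior CellTiter-Fluor read for cell health.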
HepG2 viability – qHTS for Inhibitors of TGF-b: Cytotox Counterscreen; HepG2 CAGA-GFP viability, ATP luminescence, 18 h; Potency, µM (titrated, usually from 46.1 µM), for inactives: at the top dose activity change, negative = cytotoxicity, hits mostly cytotoxic; 0.76% of 410,000 active; AID 588856, 2011; further: potency means the concentration at half of the fitted maximal effect; some results filed as inactive show a strong effect at the top dose
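HepG2 CAGA-GFP cells (1000/well, DMEM with 1% FBS) received compound, then TGF-beta at 500 pg/mL final, and were incubated 18 hours at 37 degrees C. Viability was read by CellTiter-Glo luminescence. Media-only wells were set as complete cell-killing and DMSO as no toxicity.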
Nrf2 ARE act – qHTS of Nrf2 Activators; AID 624171, 2012; AREc32 ARE-luciferase reporter (MCF7-derived line), luminescence, 24 h; Potency, µM (doses to about 46.1 µM), inactives show at the highest dose activation, most hits filed as activators; 0.31% of 410,000 active; further: potency means the concentration at half of the fitted maximal effect; % of control where 0% means no effect; nearly all actives have a fitted effect of over 65% in size
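Luciferase luminescence (Steady-Glo, 30 min at room temperature) served as the read-out of ARE activation in AREc32 cells treated with compounds for 24 hr at 37 deg C.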
TGFb inhibitor – qHTS for Inhibitors of TGF-b. 1.2% of 410,000 active. HepG2 CAGA-GFP TGF-b/SMAD3 reporter, GFP fluorescence, 18 h; TGF-beta stimulated, 500 pg/mL final. Potency, µM (top dose mostly 46.1 µM), inactives show at the highest dose activity, negative = inhibition, most hits filed as inhibitors. AID 588855, 2011; further: potency means the concentration at half of the fitted maximal effect; on the % scale 0 is the no-effect control and ±100 the full control effect; nearly all actives have a fitted effect of over 65% in size
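HEPG2 CAGA-GFP, 1000 cells/well; 2 h settle, 37 C; cpd via pin tool; TGF-b 500 pg/mL final; 18 h, 37 C; GFP imaging ex488/em500-530; %Activity normalised to -TGF-b and +DMSO controls; CRC fit, curve class.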
A549 viability – Nrf2 qHTS screen for inhibitors: counterscreen for cytotoxicity. Potency, µM (series often up to 46 µM), without a hit: top-dose activity change, negative = cytotoxicity, hits mostly inhibitors. AID 504648, 2011. A549 ARE-Fluc cells, CellTiter-Fluor viability, 18-24 h. 0.16% of 390,000 active; further: potency means the concentration at half of the fitted maximal effect; on the % scale 0 is the no-effect control and ±100 the full control effect
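Cytotoxicity counterscreen: CellTiter-Fluor fluorescence was measured in A549 ARE_Fluc cells after 18-24 h of compound exposure in a concentration series. The subsequent BugLite luminescent read reports ARE-luciferase activity.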
Mm-Cpn inhibitor – Inhibitors of TCP-1 ring complex (TRiC) of Methanococcus maripaludis (MmCpn): qHTS; AID 504842, 2011; Chaperonin Mm-Cpn (Methanococcus maripaludis); purified Mm-Cpn ATPase, ADP Transcreener TR-FRET; Potency, µM (titrated, usually from 76.9 µM), inactives show at the top dose activity, negative = inhibition, usual class: inhibitors; 0.031% of 330,000 active; further: potency means the concentration at half of the fitted maximal effect; on the % scale 0 is the no-effect control and ±100 the full control effect; nearly all actives have a fitted effect of over 80% in size
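Inhibition of chaperonin ATP hydrolysis is measured as reduced ADP production, detected by competitive TR-FRET in which signal falls with ADP. Final enzyme 25 nM and ATP 10 uM, reacted 30 min at 37°C.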
Abeta yeast res – qHTS for compounds that reverse cellular toxicity of Amyloid beta (A-beta) peptide in yeast: Primary Screen; 0.063% of 410,000 active; yeast expressing A-beta42, growth rescue, OD600, 48 h; response scale: 0% DMSO, 100% iron-clioquinol control; Potency, µM (series often up to 46.1 µM), without a hit: at the top dose growth rescue, hits mostly activators; further: potency means the concentration at half of the fitted maximal effect; nearly all actives have a fitted effect of over 55% in size
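Yeast A-beta toxicity model in growth medium with pinned compounds, 48 h at 30 C; growth read as absorbance at 600 nm. Normalized to FeCl3/clioquinol equimolar mix (positive) and DMSO (negative).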
Numbers without * were called inactive; i = inactive; u = inconclusive; x = not tested or not shown; & = joins results of further samples; [ ] = remark or other dose. Unless noted, the call rests on the fitted dose curve; in most records, active means well fitted curve in the direction sought with a large enough effect; inconclusive means small, poorly fitted or top-dose-only effect, or another doubt; inactive means no such curve, though single readings can be large; an effect the other way counts as inactive or inconclusive.

SMILES	pAkt inh	CCT modulator	Nrf2 block	HepG2 viability	Nrf2 ARE act	TGFb inhibitor	A549 viability	Mm-Cpn inhibitor	Abeta yeast res
CC1CCCCN1CCCNC(=O)c1ccc2c(c1)NC(=O)CN2C (stereo not given)	i	-2.6	x	1%	-1.0%	0%	x	x	-14%
CCC(C)N1CCN(C(=O)C2CCN(S(=O)(=O)c3c(C)noc3/C=C/c3ccco3)CC2)CC1 (stereo not given)	i	1.8	0%	-18%	5.6%	-13%	2%	0%	4%
O=C(O)c1cccc(S(=O)(=O)N2CCCC(c3nc4c(nnn4Cc4ccccc4Cl)c(=O)[nH]3)C2)c1 (stereo not given)	i	-0.4	-6%	2%	-0.3%	1%	-2%	3%	21%
Cc1nn(Cc2cccc(C(=O)Nc3ccn(Cc4ccccc4)n3)c2)c(C)c1[N+](=O)[O-]	i	-0.1	0%	5%	-0.4%	u	7%	-1%	u
CCCCn1c(-c2cccs2)nc2oc3ccccc3c(=O)c2c1=O	i	-0.9	5%	6%	11%	-11%	-3%	1%	-24%
Cc1ccccc1NC(=O)CSc1nnc(-c2ccco2)n1N	i	1.0	-5%	5%	-0.2%	-6%	-8%	3%	3%
O=C(COc1ccc(Cl)cc1)Nc1nc(-c2cccs2)cs1	i	-2.7	u	-19%	3.3%	u	-6%	-4%	15%
Cn1nccc1C(=O)N1CCCC(Nc2ccc(F)cc2)C1 (stereo not given)	i	0.9	1%	-10%	-0.3%	1%	5%	-4%	4%
CCCn1c(SCC(=O)NC(C)c2ccccc2)n[nH]c1=O (stereo not given)	i	0.0	-7%	7%	-0.6%	-27%	-9%	-27%	12%
COc1ccc(-c2cc3nccc(-c4cc(Cl)c(C)cc4O)n3n2)cc1	x	x	-8%	-5%	5.5%	-36%	-5%	x	-3%
Cc1nn(-c2cc(C(F)(F)F)ccc2Cl)c2nc(C(Cl)(Cl)Cl)[nH]c(=O)c12	i	-0.4	u	-24%	-0.6%	u	-5%	0%	-3%
Cc1ccc(NC(=O)C2CCCC2)c(Br)c1	i	-2.3	u	-11%	0.2%	-4%	8%	x	-1%
C=CCN(CC=C)S(=O)(=O)c1ccc(NC(=S)NC(=O)/C=C/c2ccc(C)cc2)cc1	i	0.0	x	-4%	0.2%	-27%	0%	x	6%
CCOc1cc(N2CCOCC2)c(OCC)cc1NC(=O)Cc1ccccc1OC	i	0.5	x	-2%	0.3%	-25%	4%	1%	5%
CSCc1cc(N(C)c2ccccc2)nc(-c2ccccc2)n1	i	3.3	-6%	-30%	5.9%	u	-12%	1%	-21%
COc1ccc2c(=O)c(N3C(=O)c4ccccc4C3=O)coc2c1	i	0.7	4%	8%	0.8%	10%	-1%	-4%	1%
O=C1CCSC2(C(=O)N(Cc3ccc(F)cc3)c3ccccc32)N1c1ccccc1 (stereo not given)	x	x	-26%	-48%	6.4%	u	-20%	x	5%
N#CCCN(C(=O)c1cc2c(s1)-c1ccccc1S(=O)(=O)C2)c1ccccc1	i	-2.1	-11%	-2%	3.0%	3%	4%	-10%	2%
COc1ccccc1NC(=O)c1cc(Cl)nnc1Cl	i	0.0	12%	-13%	u	3%	2%	0%	-10%
COc1ccccc1N1CCN(C(=O)c2ccc(CS(=O)(=O)c3ccccc3OC)o2)CC1	i	-2.4	-5%	-43%	-0.4%	13%	9%	1%	4%

Two entries picked at random from those above:
SMILES	pAkt inh	CCT modulator	Nrf2 block	HepG2 viability	Nrf2 ARE act	TGFb inhibitor	A549 viability	Mm-Cpn inhibitor	Abeta yeast res
Cn1nccc1C(=O)N1CCCC(Nc2ccc(F)cc2)C1 (stereo not given)	i	0.9	1%	-10%	-0.3%	1%	5%	-4%	4%
COc1ccc(-c2cc3nccc(-c4cc(Cl)c(C)cc4O)n3n2)cc1	x	x	-8%	-5%	5.5%	-36%	-5%	x	-3%

Record cards, from the list above. Screens in order: pAkt inh	CCT modulator	Nrf2 block	HepG2 viability	Nrf2 ARE act	TGFb inhibitor	A549 viability	Mm-Cpn inhibitor	Abeta yeast res
Record of CCCCn1c(-c2cccs2)nc2oc3ccccc3c(=O)c2c1=O = i	-0.9	5%	6%	11%	-11%	-3%	1%	-24%
Record of C=CCN(CC=C)S(=O)(=O)c1ccc(NC(=S)NC(=O)/C=C/c2ccc(C)cc2)cc1 = i	0.0	x	-4%	0.2%	-27%	0%	x	6%
Record of O=C1CCSC2(C(=O)N(Cc3ccc(F)cc3)c3ccccc32)N1c1ccccc1 (stereo not given) = x	x	-26%	-48%	6.4%	u	-20%	x	5%

Following part:
SMILES	pAkt inh	CCT modulator	Nrf2 block	HepG2 viability	Nrf2 ARE act	TGFb inhibitor	A549 viability	Mm-Cpn inhibitor	Abeta yeast res
CCOC(=O)c1c(/N=C/c2cccc([N+](=O)[O-])c2O)sc2c1CCC2	i	-2.8	4%	-11%	22%	-5%	1%	-4%	-17%
COc1cc(C2Nc3cccc4cccc(c34)N2)ccc1O	i	0.6	-5%	-3%	0.6%	-12%	-11%	0%	3%
CCOc1ccc(C(=O)NC(C(=O)NCCc2ccc(S(N)(=O)=O)cc2)C(C)C)cc1 (stereo not given)	i	-2.8	5%	1%	-0.6%	u	0%	2%	-23%
O=C(Nc1ccc(S(=O)(=O)Nc2ncccn2)cc1)c1ccc(S(=O)(=O)N2CCCC2)cc1	i	-18	4%	-4%	-0.1%	5%	0%	-1%	-7%
COc1ccc(-n2cccc2/C=C2\C(=N)N3N=C(c4ccco4)SC3=NC2=O)cc1	i	-1.7	13%	22%	8.4%	0%	-15%	-3%	-13%
COc1cc(/C=N/NC(=O)c2nnn(-c3nonc3N)c2C(C)C)ccc1O	x	0.7	u	-12%	-0.4%	-15%	-5%	-7%	-10%
C=Cc1ccc(Cn2c(=O)n(-c3ccc(C)cc3)c(=O)c3c2c2cc(OC)ccc2n3C)cc1	x	x	28%	0%	0.1%	13%	4%	x	-5%
O=S(=O)(/N=C(/Nc1ccc(F)cc1F)c1ccccc1)c1ccccc1	i	-3.7	6%	-14%	-0.2%	-12%	17%	-3%	u
CC1C(=O)N(Cc2cn(Cc3ccco3)nn2)CCS(=O)(=O)N1Cc1ccc(-c2ccc(F)nc2)cc1 (stereo not given)	i	0.6	x	-23%	7.5%	1%	x	x	-12%
CCCCNC(=O)C1(C)CCCCN1C(=O)c1ccc(F)cc1Cl (stereo not given)	i	-1.4	x	17%	0.0%[9.22 µM]	20%	x	x	0%
CCCCN(CC)CCCNC(=O)c1cc2c(=O)[nH]c3ccccc3c2s1	i	-1.0	u	-22%&-5%	6.9%&9.6%	-4%&1%	u	-1%	-12%&-2%
Cc1cc(S(=O)(=O)N2CCN(c3ncccn3)CC2)ccc1-n1cnnn1	i	-3.0	-11%	-2%	-0.1%	-1%	-1%	-9%	1%
COc1ccccc1NC(=O)c1nnn(CC(=O)Nc2cccc(SC)c2)c1N	i	-0.9	6%	-12%	-0.5%	-13%	-4%	-19%	5%
C/C(=N/NC(=O)CNS(=O)(=O)c1ccccc1)c1ccc(Br)cc1	i	-1.6	0%	-5%	2.7%	3%	-4%	-1%	-6%
COc1ccccc1CNC(=O)c1ccc(NS(C)(=O)=O)cc1	i	-1.3	-1%	-9%	-0.2%	-2%	2%	0%	-3%
COCC(C)NC(=O)CSc1nc2ccccc2n1CCc1ccccc1 (stereo not given)	i	0.2	0%	-5%	0.1%	5%	u	2%	-10%
COc1ccc(N2C(=O)CCC(C(=O)N3CCN(c4ccccn4)CC3)C2c2ccc(F)cc2)cc1 (stereo not given)	i	2.4	2%	-11%	0.6%	9%	4%	2%	0%
CCOC(=O)c1cc(C(=O)NN)c(=O)[nH]c1C	i	-1.3	3%	7%	0.5%	-23%	1%	2%	-6%
CCCCC1=CC2=C(c3ccco3)C(=O)C(C)(OC(=O)c3ccc(OC)cc3)C(=O)C2=CN1CC(C)C (stereo not given)	i	-0.8	1%	-4%	6.0%	-23%	-1%	0%	0%
COc1ccc2cc(C(c3nnnn3C3CCCCC3)N3CCCCCC3)c3nnnn3c2c1 (stereo not given)	i	1.9	-7%	-11%	0.1%	1%	1%	x	6%
CS(=O)(=O)c1ccc(C(=O)OCC(=O)N2CCCc3ccccc32)cc1	i	-5.3	-4%	-3%	0.3%	9%	0%	0%	-5%
Nc1ccc(C(=O)n2c3ccccc3c3ccccc32)cc1	i	-0.8	u	-11%	-2.9%	-18%	u	-2%	-17%
Cc1ccc2nc(SCC(=O)Nc3nnc(SCC(N)=O)s3)[nH]c2c1	x	-4.0	x	1%	0.0%	-5%	1%	0%	-2%
